# Source: PubChem BioAssay (Broad Institute)
# PglD DTNB: inhibitors of Campylobacter jejuni PglD acetyltransferase; purified PglD enzyme, DTNB colorimetric CoA detection; inhibition, % at 12.5 µM; actives 0.098% (n = 360,000); AID 602405; in the data active = inhibition above about 16%, passing the limit was not always enough; also: strong numbers were not always called active
# GSIS activator: GLuc luminescence reporter in INS-1E cells, primary screen for activators of glucose-dependent secretion of insulin | INS-1E GLuc reporter insulin secretion, 2-3 h | activation, % at 16.6 µM | actives 0.61% (n = 370,000);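 active = lowest replicate activation of at least 40%, so every replicate reaches that level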;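 also: 0% = median of neutral control wells and 100% = median of IBMX positive control wells; some compounds called inactive have numbers as strong as hits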
# PAX8 inh HTS: inhibitors of PAX8 transcriptional activity in RMG-I cells; actives 1.2% (n = 360,000); RMG-I TPO-luciferase reporter, SteadyGlo, 24 h; inhibition, % at 12.6 µM; AID 652154;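 active = mean replicate inhibition at least 60% with every replicate also reaching 60%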;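 also: luciferase light reporting Pax8 driven TPO promoter activity; plate controls were median of neutral control wells for no effect and mitoxantrone controls for full effect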
# PGC1a acetyl inh: lowers PGC1a acetylation signal in U2OS cells. AlphaScreen anti-acetyl-lysine; with virally co-expressed GCN5 acetyltransferase. inhibition, % at 15.6 µM. actives 0.17% (n = 350,000). AID 651687;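 active = every replicate shows inhibition of at least 40%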;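 also: 0% = neutral control wells and 100% = positive control wells; some results beyond the cut were filed as inactive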
# LGR2 antag: inhibitors of bursicon-induced Drosophila LGR2 receptor cAMP signaling | AID 720647 | HEK293 LGR2, CRE-luciferase, bursicon-stimulated, 4 h | inhibition, % at 9.99 µM | actives 0.35% (n = 380,000);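 active = drop in luminescence signal, shown as inhibition above about 50% in the replicate tests, limit read from the data, passing the limit was not always enough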;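 also: agonist challenge used bursicon conditioned medium at about half maximal strength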
# ARNT TACC3 PPI: disrupts binding between human ARNT and TACC3. AlphaScreen His-ARNT PAS-B/GST-TACC3 binding, luminescence; TACC3 fragment carries E629A point mutation. actives 0.66% (n = 390,000). Q9Y6A5. inhibition, % at 9.99 µM;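 active = mean inhibition of replicates at least 50% and at least half of replicates each reaching 50%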;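 also: 0% = complete ARNT plus TACC3 wells and 100% = ARNT alone without TACC3; many hits fall short of the cut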
# C2C12 statin: suppressors of simvastatin-induced myotoxicity in C2C12 myotubes. rescue of ATP level, % at 7.49 µM. actives 0.78% (n = 330,000). ATP luminescence, 48 h; scaled: DMSO 0, geranylgeraniol control 100;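 active = mean ATP rescue above about 67%, or every replicate alone reaching that limit, limit read from the data, passing the limit was not always enough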;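 also: myotubes were challenged with 10 µM simvastatin during compound exposure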
# Cneo AK release: causes C. neoformans cell lysis | adenylate kinase release luminescence, 4 h; normalised: neutral wells 0, clomiphene wells 100 | lysis activity, % at 15 µM | actives 0.2% (n = 360,000);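 active = mean lysis activity across replicates of at least 80%, whatever share of replicates individually reach that level; inactive = mean lysis activity below 80%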
#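 Schedule: static 4 h at 37 °C with compound, 1 h detection; system: C. neoformans cells; benchmarks: Clomiphene as positive control; buffer or medium: fresh YPD medium; measure: luminescence rise reflecting yeast cell lysis; measured by: luminescent adenylate kinase detection reagent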
# An asterisk follows results filed as active; . = no result given; & = joins results of further samples. Compounds as they come; 2.9% or so of the library scored in one or more.
SMILES,PglD DTNB,GSIS activator,PAX8 inh HTS,PGC1a acetyl inh,LGR2 antag,ARNT TACC3 PPI,C2C12 statin,Cneo AK release
COC(=O)CSc1nn(-c2ccc(F)cc2)c(=S)s1,.,13,-4,.,-1,-8,.,.
CNNC(=S)NC1CC2CC1C1C=CCC21 (stereo unspecified),-6,.,-18,7,.,-2,.,6
Cc1cccc(NC(=O)CSc2cc(C)c(C#N)c3nc4ccccc4n23)c1,2,-32,-7,1,4,-2,17,3
Cc1nnc(NC(=O)c2ccc(-c3ccc([N+](=O)[O-])cc3)o2)s1,0,8,.,.,18,3,-7,8
O=C(C[C@H]1CC[C@H]2[C@@H](COC[C@@H](O)CN2CCc2ccccc2)O1)NCc1ccc(Oc2ccccc2)cc1,-4,-10,32,6,3,3,-32,-1
CCCc1c(O)nc(SCc2ccccc2)[nH]c1=O,-2,3,-4,-7,.,-5,2,0
Cc1c(Br)c([N+](=O)[O-])nn1CC(=O)N1CCc2ccccc21,-3,20,1,-2,9,-3,-10,1
CC1(C)CC2CC(C)(CN2S(=O)(=O)c2ccc(C(=O)Nc3cc(S(=O)(=O)N4CCOCC4)ccc3Cl)cc2)C1 (stereo unspecified),.,-18,7,.,5,3,.,.
CCn1c(=O)c(C(=O)CN2CCOCC2)c(N)n(Cc2ccccc2)c1=O,-4,.,-8,6,.,3,8,0
CC(C)CNC(=O)c1ccccc1SCC(=O)NC12CC3CC(CC(C3)C1)C2,.,-10,5,.,4,-6,.,.
COCCNC(=O)/C(C#N)=C/c1c(N2CCN(c3cccc(Cl)c3)CC2)nc2c(C)cccn2c1=O,-9,8,3,10,16,3,-13,0
O=C1OC[C@@H](c2ccccc2)n2cc(/C=C/c3ccccc3)cc21,-1,.,3,0,.,1,.,4
CC(NC(=O)COC(=O)Cc1ccc(-c2ccccc2)cc1)c1ccccc1 (stereo unspecified),.,-18,-7,.,7,-6,.,.
CCCCC1=CC2=C(c3ccco3)C(=O)C(C)(OC(=O)c3ccc(OC)cc3)C(=O)C2=CN1c1ccc(OC)cc1 (stereo unspecified),-6,17,-6,5,-8,-14,19,-2
Cc1nc(SCC(=O)Nc2cc(C)on2)c2c(C)c(C)sc2n1,.,6,.,2,13,-4,19,.
CCCn1nc(NC(=O)c2ccccn2)c2cc3cc(C)ccc3nc21,4,.,.,11,.,-7,0,3
CO[C@@H]1CN(C)C(=O)c2cc(NC(=O)Nc3c(C)noc3C)ccc2OC[C@@H](C)N(CC2CC2)C[C@@H]1C,2,16,-25,0,5,-10,10,1
CC[C@@]1(C(=O)OC)N[C@H](CN(C)C(=O)COc2ccccc2)[C@@H]2C(=O)N(C)C(=O)[C@@H]21,0,5,-15,.,4,-2,10,2
Cc1cccc(OCC(=O)Nc2ccc(N3CCN(C(=O)c4ccco4)CC3)cc2)c1C,.,17,20,5,30,-1,.,.
COCC(=O)N(C)C[C@H]1Oc2ncc(C#Cc3ccc(F)cc3)cc2C(=O)N([C@H](C)CO)C[C@@H]1C,.,-3,-5,-1,-4,.,.,.
O=C(C[C@H]1CC[C@@H]2[C@H](COC[C@H](O)CN2Cc2nccs2)O1)NCc1ccc(-c2ccccc2)cc1,0,-3,27,2,15,-9,14,40
Cc1cccc2cc(CNCc3ccccc3)c(Cl)nc12,.,0,14,-2,9,-11,.,.
CN1C(=O)c2cc(NC(=O)NC3CCCC3)ccc2OC[C@@H]2O[C@H](CC(=O)O)CC[C@H]21,1,-2,6,-7,15,23,-42,42
CCS(=O)(=O)c1ccc2oc(SCC(=O)c3ccco3)nc2c1,8,34,.,5,-2,4,12,1
COC(=O)c1c(Sc2ccccc2)c2ccccc2n1C,4,-12,6,-6,7,-4,7,0

# The list goes on (four carried over from the part before).
SMILES,PglD DTNB,GSIS activator,PAX8 inh HTS,PGC1a acetyl inh,LGR2 antag,ARNT TACC3 PPI,C2C12 statin,Cneo AK release
Cc1cccc2cc(CNCc3ccccc3)c(Cl)nc12,.,0,14,-2,9,-11,.,.
CN1C(=O)c2cc(NC(=O)NC3CCCC3)ccc2OC[C@@H]2O[C@H](CC(=O)O)CC[C@H]21,1,-2,6,-7,15,23,-42,42
CCS(=O)(=O)c1ccc2oc(SCC(=O)c3ccco3)nc2c1,8,34,.,5,-2,4,12,1
COC(=O)c1c(Sc2ccccc2)c2ccccc2n1C,4,-12,6,-6,7,-4,7,0
CC(C)C#Cc1cnc2c(c1)C(=O)N([C@H](C)CO)C[C@@H](C)[C@@H](CN(C)C(=O)c1cccc(F)c1)O2,-1,32,.,-6,10,-9,-8,1
COc1ccc(C(=O)Nc2ccc3c(c2)C(=O)N(C)C[C@@H](OC)[C@H](C)CN[C@H](C)CO3)cc1,3,-1,-6,-12,-9,-5,11,-2
CC(C)CC#Cc1cnc2c(c1)C(=O)N([C@@H](C)CO)C[C@H](C)[C@H](CN(C)S(=O)(=O)c1cn(C)cn1)O2,4,4,-6,-3,12,10,-2,3
COc1cccc2cc(C(=O)OCC(=O)N3CC(C)OC(C)C3)c(=O)oc12 (stereo unspecified),-6,-16,-8,-10,-89,.,8,-2
NNC(=O)C(Cc1ccccc1)NC(=O)OCc1ccccc1 (stereo unspecified),.,-20,-9,-17,-5,1,.,.
Cc1nc2ccc(-c3nc4ccc(N)cc4[nH]3)cc2[nH]1,.,3,69*,.,-19,3,.,.
CCC(c1nnnn1C(C)(C)CC)N(CCN1CCOCC1)Cc1cc2cc(C)ccc2[nH]c1=O (stereo unspecified),-6,.,8,.,.,10,.,-1
O=C(Nc1ccc(Cl)cc1)c1ccc(-n2cccn2)c([N+](=O)[O-])c1,-1,.,.,-13,.,1,1,-2
CCOC(=O)Nc1cccnc1Sc1ccc(Cl)cc1,0,-4,-28,.,4,-5,6,-1
CC(C)c1ccc(-c2noc(C3CCCN(S(C)(=O)=O)C3)n2)cc1 (stereo unspecified),-2,-2,.,3,-20,-4,-19,2
CC(C)(C)NC(=O)CSc1nc2ccccc2n1-c1ccccc1,-1,.,.,-21,.,-5,-17,13
CCOC(=O)N1CCN(C(=O)CS(=O)(=O)Cc2nc(-c3cccc(OC)c3)oc2C)CC1,2,2,7,9,5,1,13,-1
FC(F)(F)c1cccc(NC(=S)NCCc2ccccn2)c1,1,.,-16,.,.,1,-19,-1
COc1ccc(S(=O)(=O)N2CC3(CN(C(=O)CN(C)C)[C@H](CO)c4c3c3ccc(OC)cc3n4C)C2)cc1,.,27,57,-10,-10,.,.,.
O=C1c2cccnc2C(=O)N1CO,.,.,.,13,.,11,-4,8
Cc1ccc(C)c(Nc2nc(-c3ccncc3)nc3ccccc23)c1,-4,-13,17,-2,4,-1,-36,-1
O=Cc1ccc(OCc2ccccn2)cc1,-4,0,.,-4,-13,-24,21,0
C[C@H]1CN([C@@H](C)CO)C(=O)c2cc(-c3cccc(C#N)c3)cnc2O[C@@H]1CN(C)C(=O)C1CC1,2,13,.,8,4,-8,-22,-8
COc1cccc2c1O/C(=N\O)C(C(=O)Nc1ccc(C)cc1)C2 (stereo unspecified),-5,4,-4,6,3,-1,-35,0
C[C@@H]1CN([C@H](C)CO)S(=O)(=O)c2ccc(-c3ccc(F)cc3)cc2O[C@H]1CN(C)C(=O)C1CC1,.,-19,.,-4,7,.,-54,.
O=C1CCN(CCc2ccccc2)CCN1[C@H](CSc1ccccc1)Cc1ccccc1,4,-19,-13,-4,-3,-3,-20,2
C[C@@H]1CN([C@H](C)CO)C(=O)Cc2cc(NC(=O)CCCCCC(=O)Nc3ccccc3N)ccc2O[C@H]1CN(C)S(=O)(=O)c1ccc(F)cc1,0,4,-18,11,-5,.,7,-2
CN1C(=O)c2cc(NC(=O)c3cccc(F)c3)ccc2OC[C@H]2O[C@@H](CC(=O)NCC3CCCCC3)CC[C@H]21,2&1,-14&-4,6&9,.,18&11,-3&-2,-6&9,-22&-8
NC(=O)CC(c1ccccc1)c1ccco1 (stereo unspecified),0,.,-15,0,.,-3,1,-8
Cc1ccc(OCC(O)CN2CCN(CC(O)COc3ccc(C)cc3Cl)CC2)c(Cl)c1 (stereo unspecified),0,.,.,-1,.,-3,-30,2

# Just Cneo AK release, for some of the entries so far:
mol | Cneo AK release
O=C1c2cccnc2C(=O)N1CO | 8
CC(C)(C)NC(=O)CSc1nc2ccccc2n1-c1ccccc1 | 13

# Later entries
SMILES,PglD DTNB,GSIS activator,PAX8 inh HTS,PGC1a acetyl inh,LGR2 antag,ARNT TACC3 PPI,C2C12 statin,Cneo AK release
CN1CCN(S(=O)(=O)c2ccc(NCc3ccc4c(c3)OCO4)nc2)CC1,5,11,-4,1,1,-2,-3,-5
Cn1nc(C(C)(C)C)c(NC(=O)c2sccc2Cl)c1C(C)(C)C,-4,19,-9,-10,7,2,-4,-3
Cc1ccc(C(=O)Nc2cccnc2N2CCN(C)CC2)cc1,.,11,-8,12,16,0,.,.
CN(Cc1c(F)cccc1Cl)C(=O)c1cc2ccccc2o1,.,5,21,.,-32,-7,.,.
C/C(=N\Nc1ccc([N+](=O)[O-])cc1)c1ccc(N2CCOCC2)cc1,-4,22,4,-2,-16,-10,-74,20
O=C(C[C@H]1CC[C@@H]2[C@H](COC[C@@H](O)CN2Cc2ccccc2)O1)N[C@@H]1CCN(Cc2ccccc2)C1,-4,0,-1,-2,5,3,12,-3
CC(=O)Nc1ccc(NC(=O)C2CCCN(S(=O)(=O)c3ccc(Cl)cc3)C2)cc1 (stereo unspecified),-4,9,16,2,28,13,7,-1
O=C(/C=C/c1cccs1)NC(=S)Nc1ccccc1,-1,0,-73,-1,-86,-2,-4,13
COc1cccc(NC(=O)CN(C)C(=O)C2CC(=O)N(CCc3ccc(OC)c(OC)c3)C2)c1 (stereo unspecified),0,-3,-1,4,-1,.,0,-2
CCCC(C)NC(=O)COC(=O)c1cc(Br)c(Br)s1 (stereo unspecified),8,7,6,.,-11,-3,7,9
CCOC(=O)NC(=S)Nc1c(C)n(C)n(-c2ccccc2)c1=O,.,-4,6,.,15,0,.,.
COc1ccc(Nc2cc(C)c3c(O)cccc3n2)cc1,2,37,-92,14,-64,6,-62,-13
CCOC(=O)c1ccc(N2C(=O)C(CC(N)=O)N(NC(=O)c3cccc(F)c3)C2=S)cc1 (stereo unspecified),4,21,19,-7,13,-15,4,1
CC1CN(C(=O)c2cc(S(=O)(=O)N3CCCCC3)ccc2Cl)CC(C)O1 (stereo unspecified),-1,-5,2,-7,4,.,-1,0
Cc1ccc(OCCC(=O)OCC(=O)N2c3ccccc3NC(=O)C2(C)C)cc1,.,-29,-3,.,5,2,.,.
CC(=O)N(C)C[C@@H]1Oc2ncc(C#Cc3ccccn3)cc2C(=O)N([C@H](C)CO)C[C@@H]1C,-2,-5,.,0,-17,.,-3,0
COc1ccc(CCNC(=O)CSc2ccc3nnc(CCNC(=O)c4ccccc4)n3n2)cc1OC,-5,4,10,.,-3,-8,1,3
CC(O)CNC12CC3CC(CC(C3)C1)C2 (stereo unspecified),.,0,6,0,16,-2,.,.
O=C(NCc1ccncc1)/C(=C\c1ccc(F)cc1)NC(=O)c1ccccc1,-7,.,9,.,-31,-1,4,2
CN1CCN(C(=O)C[C@H]2CC[C@H]3[C@@H](COC[C@@H](O)CN3Cc3cccc(Cl)c3)O2)CC1,-1,9,-9,-18,-9,-31,-6,-1
COc1ccc(NC(=O)CN(C)C(=O)CCNC(=O)Nc2ccccc2)cc1,7,1,9,13,3,-7,9,9
COC(=O)C1=C(C)Nc2c(c(=O)n(C)c(=O)n2C)C1c1ccc(Cl)cc1 (stereo unspecified),-3,-5,6,3,0,-6,-1,10
Cc1ccc(S(=O)(=O)C(F)(F)F)cc1NC(=O)c1cccnc1,0,.,4,5,.,-9,6,1
